From PubChem BioAssay
hgDAF-12 ag – activates the H. glycines DAF-12 receptor ligand-binding domain. activation, % at 6.8 µM. AID 687014. 370,000 tested, 1.8% active. HEK293 GAL4-hgDAF12 UAS-luciferase reporter, agonist luminescence; normalized to butyrate control;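 active = activation above a cutoff set at the mean of all screened compounds plus 3 SD, cut at about 10% in these data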;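 also: 0% = DMSO wells and 100% = sodium butyrate wells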
DAX1 inh-1 – blocks DAX1 repression of SF-1 activated StAR promoter. HEK293T StAR-luciferase reporter, SF-1/DAX-1 repression relief. inhibition, % at 6.8 µM. 370,000 tested, 1.1% active. AID 652010;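 active = inhibition above the mean over all tested compounds plus 3 SD, cut at about 3.6% in these data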;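 also: 0% = DAX-1 cells with DMSO and 100% = cells lacking DAX-1 with DMSO; higher inhibition means more luminescence from relief of DAX-1 repression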
ADAM10 inh – inhibitors of human ADAM10. AID 720582. recombinant ADAM10, EDANS/DABCYL FRET peptide cleavage, 3 h. 370,000 tested, 0.62% active. O14672. inhibition, % at 7 µM;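 active = inhibition above a per-campaign cutoff equal to the mean of compounds falling between control-based bounds plus 3 SD, cut at about 20% in these data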;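 also: 0% = DMSO wells while the 100% control is not disclosed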
SMARCA2 activ – SMARCA2 function activation, primary screen; MG213 cells, MMTV-luciferase reporter, dexamethasone, overnight; activation, % at 9.1 µM; 370,000 tested, 1% active; AID 652017; in the data active = activation above about 7.8%;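 also: 0% = vehicle wells and 100% = reference activator wells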
ssDAF-12 act – activates DAF-12 receptor from parasite S. stercoralis. HEK293 ssDAF-12/GRIP1 lit1-tk-luc reporter, luminescence; % of 3 µM dafachronic acid response. activation, % at 6.8 µM. 370,000 tested, 1% active. AID 652126;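 active = activation above the mean over all tested compounds plus 3 SD, cut at about 0.9% in these data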;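 also: 0% = DMSO-only wells and 100% = 3 µM delta7-dafachronic acid wells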
hcDAF-12 act – activators of H. contortus DAF-12 nuclear receptor; HEK293 hcDAF-12 lit1-tk-luc reporter, luminescence; 0% DMSO, 100% Δ7-dafachronic acid; activation, % at 6.8 µM; 370,000 tested, 1.4% active; AID 652067;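 active = activation above the mean of all tested compounds plus 3 SD, cut at about 5.5% in these data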;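 also: 100% = response to 3 µM Δ7-dafachronic acid high control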
DAX1 inh-2 – inhibitors of human orphan nuclear receptor DAX1 (NR0B1); AID 504766; 340,000 tested, 0.99% active; inhibition, % at 6.75 µM; P51843; HEK293 Gal4-DAX1 luciferase reporter, luminescence;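 active = inhibition above the mean over all tested compounds plus 3 SD, cut at about 4.2% in these data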;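 also: 0% = DAX1-transfected cells with DMSO and 100% = empty-vector control cells with DMSO; inhibition shows as a rise in luminescence from relieved DAX1 repression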
Target sequence (P51843 207-470 limits assumed): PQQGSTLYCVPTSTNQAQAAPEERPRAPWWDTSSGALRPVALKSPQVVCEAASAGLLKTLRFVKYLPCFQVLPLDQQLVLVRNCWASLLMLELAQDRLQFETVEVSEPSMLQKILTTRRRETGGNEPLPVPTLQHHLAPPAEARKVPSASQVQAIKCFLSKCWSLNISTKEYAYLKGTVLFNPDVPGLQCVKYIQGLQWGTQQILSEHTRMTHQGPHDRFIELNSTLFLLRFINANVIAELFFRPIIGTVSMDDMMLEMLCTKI
PG9 binder – small molecules binding HIV-1 gp120 antibody PG9. TR-FRET gp120-PG9 antibody binding. inhibition, % at 6.7 µM. 360,000 tested, 0.43% active. AID 624416; in the data active = inhibition above about 8.5%
ADAM17 inh – ADAM17 inhibition, QFRET primary screen. P78536. recombinant ADAM17, EDANS/DABCYL FRET peptide cleavage. inhibition, % at 6.95 µM. 370,000 tested, 0.83% active. AID 720648;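 active = inhibition above the mean of compounds lying between control limits plus 3 SD, set per campaign, cut at about 8.5% in these data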;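 also: 0% = DMSO-only wells as the low control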
Target sequence (P78536 215-824 limits assumed): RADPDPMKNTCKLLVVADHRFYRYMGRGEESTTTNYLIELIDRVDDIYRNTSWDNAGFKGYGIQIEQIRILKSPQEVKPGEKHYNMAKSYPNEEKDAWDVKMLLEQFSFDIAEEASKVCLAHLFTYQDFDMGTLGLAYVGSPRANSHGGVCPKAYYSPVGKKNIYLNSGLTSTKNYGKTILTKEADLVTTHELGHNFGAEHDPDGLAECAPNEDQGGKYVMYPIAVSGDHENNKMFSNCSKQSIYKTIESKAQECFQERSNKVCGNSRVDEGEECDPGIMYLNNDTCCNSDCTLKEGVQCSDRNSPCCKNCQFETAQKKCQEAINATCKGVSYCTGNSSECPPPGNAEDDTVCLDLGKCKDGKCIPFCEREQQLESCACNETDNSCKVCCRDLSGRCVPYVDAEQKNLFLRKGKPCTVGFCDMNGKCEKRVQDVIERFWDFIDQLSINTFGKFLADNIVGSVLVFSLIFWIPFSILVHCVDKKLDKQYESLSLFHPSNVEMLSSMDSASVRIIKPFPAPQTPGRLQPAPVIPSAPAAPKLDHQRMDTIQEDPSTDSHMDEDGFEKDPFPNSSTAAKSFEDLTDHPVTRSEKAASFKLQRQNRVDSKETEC
GC-A act – GC-A (human) enzyme activation. P16066. 370,000 tested, 0.14% active. AID 1671463. HEK293 GC-A cells, cGMP TR-FRET, EC30 ANP; 0% at EC30 ANP, 100% saturating ANP. activation, % at 10 µM; in the data active = activation above about 40%
FXN GAA850 act – activators of GAA850 frataxin (FXN) promoter. HEK293 lucGAA850 FXN promoter luciferase reporter, 24 h; percent of 10 µM SAHA response. activation, % at 6 µM. 360,000 tested, 0.56% active;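 active = activation above the average of all compounds screened plus 3 SD, cutoff fixed separately per campaign, cut at about 7.5% in these data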;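 also: 0% = DMSO wells and 100% = 10 µM SAHA wells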
* hit, by the source's call; . = no result given.

molecule,hgDAF-12 ag,DAX1 inh-1,ADAM10 inh,SMARCA2 activ,ssDAF-12 act,hcDAF-12 act,DAX1 inh-2,PG9 binder,ADAM17 inh,GC-A act,FXN GAA850 act
Cc1cc(C)n2nc(N)c(N=Nc3ccc(Cl)cc3)c2n1,0.8,-0.1,-1.9,-3.4,-0.8,-3.5,0.5,-2.7,1.7,1.4,1.1
CCOc1ccc(N(CC(=O)Nc2cccc(N(C)S(C)(=O)=O)c2)S(=O)(=O)c2ccccc2)cc1,-2.0,-0.7,10.9,-2.2,-1.4,-3.4,-1.4,-0.5,6.2,-1.9,2.2
COc1cc(OC)cc(C(=O)OCC(=O)Nc2nnc(-c3ccccc3)o2)c1,0.3,0.9,-12.9,-0.4,-0.3,1.4,1.1,-0.1,4.1,1.9,0.3
O=C(Cn1nnc(-c2ccccc2F)n1)Nc1ccc2c(c1)OCCO2,0.4,0.0,16.0,7.4,-0.1,1.8,0.9,-0.9,2.8,-2.4,1.3
CCCCCn1cc(CCC(=O)Nc2ccc(N(C)c3ccccn3)cc2)c2ccccc21,5.9,0.0,-11.4,-1.4,-1.3,-1.5,.,-3.6,2.3,-3.1,.
COc1ccc(/C=C(\C#N)C(=O)NC2CCS(=O)(=O)C2)cc1OC (stereo not drawn),-2.3,0.6,-22.6,-2.0,-0.9,-0.4,-1.4,-0.5,-3.0,5.1,0.3
CN(C(=O)COC(=O)c1cc([N+](=O)[O-])ccc1Cl)c1ccccc1,-2.4,0.9,-3.5,-3.7,-1.2,-1.1,1.1,0.0,6.2,3.4,1.2
CN1CCN(CC(O)COc2ccc(C34CC5CC(CC(C5)C3)C4)cc2)CC1 (stereo not drawn),3.3,0.3,-4.6,-0.3,-1.1,-0.6,2.1,-2.6,-1.9,-10.4,5.5
CC1Cn2c(CCc3ccccc3)nnc2S1 (stereo not drawn),1.7,0.2,-7.9,1.5,-1.3,-2.2,-0.9,0.5,-1.5,-2.6,-0.9
Cn1c(=O)c2[nH]c(=O)[nH]c2n(C)c1=O,-0.6,1.1,-15.1,-1.4,-1.5,1.4,1.3,-2.6,-2.9,0.8,-1.9
Cc1cc(C)n2nc(C(=O)OCC(=O)Nc3cc(S(=O)(=O)N4CCOCC4)ccc3Cl)nc2n1,-0.7,2.1,-8.8,-0.3,-0.7,-1.2,-0.3,1.5,0.7,0.4,2.7
Cc1n[nH]c(=O)c2c(NC(=O)CSc3nncn3C(C)C)oc(C)c12,3.1,-0.1,-21.1,-4.2,-1.0,-1.0,0.9,0.1,-1.9,5.0,1.8
O=C1OC(N2CCN(C(=O)c3ccco3)CC2)c2ccccc21 (stereo not drawn),-2.1,-0.8,4.5,2.5,0.4,-0.5,-0.1,-0.1,-3.1,3.0,-0.5
COc1ccc(S(=O)(=O)N2CCOCC2)cc1NC(=O)CSc1nnc(C2CC2)n1N,0.5,-0.4,6.0,0.5,-1.6,0.4,1.1,0.8,-2.1,0.9,0.7
COc1ccc(S(=O)(=O)N2CCC(NC(=O)c3cccnc3)CC2)cc1,0.8,0.1,5.0,-4.3,-1.1,1.5,0.3,-0.4,-5.7,-4.2,1.4
C(=C\c1ccccc1)/CN1CCN(C(c2ccccc2)c2nnnn2C2CCCC2)CC1 (stereo not drawn),2.6,0.5,-12.5,-5.1,-0.7,-1.3,.,1.0,5.7,-4.6,.
C=CCOc1ccc(C=Nc2cccc(Cl)c2)c(O)c1,-0.8,-0.6,-8.7,-2.2,-0.9,-1.9,1.0,0.8,-5.4,2.9,1.7
COc1ccc2c(c1)c(C(C)=O)c(C)n2CCc1ccc(OC)c(OC)c1,-0.5,-0.2,-0.8,0.0,-1.4,-0.8,-0.7,-0.1,-1.5,-8.8,0.4
Cc1nc(N2CCOCC2)nc(Oc2ccccc2F)c1[N+](=O)[O-],-0.6,0.1,0.9,1.3,-1.5,-0.2,-1.2,-3.4,-1.1,-5.3,3.1
CCN(CC)S(=O)(=O)c1cccc(C(=O)N[C@H](C(=O)NCc2ccccc2F)C(C)C)c1,1.0,-1.4,-0.3,2.4,-1.7,0.4,-0.9,1.1,0.3,5.2,-4.1

Among those listed so far, these have a furan ring, fused or not.
molecule,hgDAF-12 ag,DAX1 inh-1,ADAM10 inh,SMARCA2 activ,ssDAF-12 act,hcDAF-12 act,DAX1 inh-2,PG9 binder,ADAM17 inh,GC-A act,FXN GAA850 act
Cc1n[nH]c(=O)c2c(NC(=O)CSc3nncn3C(C)C)oc(C)c12,3.1,-0.1,-21.1,-4.2,-1.0,-1.0,0.9,0.1,-1.9,5.0,1.8
O=C1OC(N2CCN(C(=O)c3ccco3)CC2)c2ccccc21 (stereo not drawn),-2.1,-0.8,4.5,2.5,0.4,-0.5,-0.1,-0.1,-3.1,3.0,-0.5

Other entries:
molecule,hgDAF-12 ag,DAX1 inh-1,ADAM10 inh,SMARCA2 activ,ssDAF-12 act,hcDAF-12 act,DAX1 inh-2,PG9 binder,ADAM17 inh,GC-A act,FXN GAA850 act
Cc1ccc(C(=O)Nc2ccc(S(=O)(=O)N3CCCC3)cc2)s1,-3.3,0.1,-3.8,-0.1,-1.6,-1.5,-0.7,-0.3,-1.2,-3.5,1.4
CC1CCCN(C(=O)Cn2nnc(-c3ccc([N+](=O)[O-])cc3)n2)C1 (stereo not drawn),-0.6,0.3,-1.6,0.5,-0.7,-0.1,1.1,-0.3,-1.7,6.1,2.0
Cc1cc(C)n2nc(CNS(=O)(=O)c3c(F)c(F)c(F)c(F)c3F)nc2n1,1.6,0.4,-0.9,9.8*,-0.9,-2.1,0.7,1.2,4.3,2.5,8.3*
NC(=O)c1ccc(-c2nnn(CC(=O)N(C3CCCCC3)C3CCS(=O)(=O)C3)n2)cc1 (stereo not drawn),1.4,-0.3,-5.2,-3.8,-1.6,-0.2,0.7,0.1,-1.9,0.6,0.3
CC(C)(O)/C=C/C(=O)[C@](C)(O)C1[C@H](O)C[C@@]2(C)C3CC=C4C(C=C(O[C@@H]5O[C@H](CO)[C@@H](O)[C@H](O)[C@H]5O)C(=O)C4(C)C)[C@]3(C)C(=O)C[C@]12C (stereo partly drawn),-0.7,0.3,8.3,-1.6,-1.2,-1.3,0.5,1.3,6.2,0.1,-2.6
CN(C)c1ccc(C(=S)Nc2ccccc2)cc1,-11.9,-0.8,-17.1,-2.8,-2.1,-4.6,-1.3,-2.0,-5.6,2.1,-9.2
Cc1ccc(C)c(C(C)NC(=S)NC2CCCCC2)c1 (stereo not drawn),0.1,-0.8,3.9,3.7,-1.6,-2.6,-0.3,-3.1,2.6,-6.3,-3.4
Nc1oc2ccc(F)cc2c(=O)c1C=O,1.0,0.6,-8.1,-0.2,0.1,3.0,-0.5,0.0,-2.8,2.4,1.9
O=C(NCCNC(=O)c1ccco1)c1cccc(F)c1,1.5,-0.6,11.1,1.3,-1.4,-1.5,0.3,0.7,-2.1,2.6,0.2
Cc1cccc(CCN2CCN=C2N(C)C)c1,3.5,0.0,-45.8,-0.8,-1.4,-0.4,1.4,0.7,-1.2,-1.9,1.0
CCOc1ccc(N(Cc2cc3cc(OC)ccc3[nH]c2=O)S(C)(=O)=O)cc1,-2.1,0.4,-188.2,-0.6,-1.3,-1.4,2.1,0.7,-52.2,-1.7,-1.4
COc1c(C)c2c(c(O)c1C/C=C(\C)CCC(=O)O)C(=O)OC2,-6.2,-0.8,-87.2,3.2,-0.8,-2.9,-4.3,0.9,-20.5,-1.5,-9.2
CCOc1ccc(NC(=O)N2CCC(NC(=O)C(Cc3cccc(F)c3)NC(C)=O)CC2)cc1 (stereo not drawn),0.1,-0.3,2.4,2.5,-1.1,-0.6,-0.4,-3.1,-1.4,-0.8,0.5
CNC(=O)CSc1nc(SC)ns1,-1.3,-0.8,3.2,5.4,-0.8,0.9,-0.6,-3.4,-2.5,2.1,0.5
CCOC(=O)C1(Cc2ccccc2)CCCN(C2CCCC2)C1 (stereo not drawn),-3.9,0.9,-1.5,-0.1,-1.5,0.9,0.7,0.5,-1.6,-4.6,2.9
CC1CCC(C(=O)c2c(O)c3ccccc3oc2=O)CC1 (stereo not drawn),2.9,1.1,4.5,-0.8,0.0,0.3,0.8,-0.9,-1.1,-3.5,-0.8
COC(=O)c1ccccc1NC(=O)CSc1nnc(-c2cccnc2)n1C,-1.7,-0.8,-11.7,-3.2,-1.2,-1.4,1.3,0.7,2.2,-1.4,-1.6
CC(C)C(NC(=O)c1ccccc1)C(=O)OCC(=O)N1CCN(c2ccccc2)CC1 (stereo not drawn),-1.7,-1.3,2.2,-3.0,-1.4,-1.0,0.1,-1.5,5.6,-0.8,0.1
CN(N=Cc1ccc2c(c1)OCO2)C(=O)c1ccccc1N,1.9,0.5,-8.0,0.2,-1.1,0.3,.,0.2,-1.7,1.3,.
C=CCN(CC=C)Cc1cc(=O)oc2cc(OC)c(Cl)cc12,-0.5,2.8,-106.2,-3.1,-0.3,-0.7,.,0.2,-23.8,-1.6,.
O=c1c2c(nc3cc(-c4ccccc4)[nH]n13)CCC2,15.0*,2.5,-47.1,4.3,-0.2,3.0,0.2,-0.8,-17.4,-2.7,2.5
CCOC(=O)N1CCC(=NNc2nc(C)cc(=O)[nH]2)CC1,-0.8,-0.1,-8.8,-2.0,-1.6,-1.1,2.4,-0.4,-4.9,4.0,0.5
O=C(O)C/C=C(\NC(=O)OCc1ccccc1)C(=O)OCc1ccccc1,-2.4,0.1,8.1,0.6,-1.7,-2.0,1.2,-1.5,-2.4,2.0,2.8
Cc1ccc(OCCCC(=O)Nc2nccs2)cc1,-0.6,0.8,0.1,1.0,-0.5,-1.4,-0.1,0.2,0.6,-0.7,2.0
Cn1c(N)c(Sc2ccccc2[N+](=O)[O-])c(=O)n(C)c1=O,-0.3,0.1,0.8,2.1,-0.8,-0.9,-1.8,-0.7,0.0,-0.7,2.6
CCOC(=O)CN1Cc2cccc(C(=O)O)c2C1=O,4.6,1.3,5.8,-2.4,-0.9,1.0,-0.2,-1.7,-2.3,-0.8,1.5
O=c1[nH]c2cc3ccccc3cc2nc1C(F)(F)F,-1.9,0.5,-2.9,-2.3,-1.5,0.8,0.0,-2.8,1.5,12.2,0.0
Cc1ccccc1S(=O)(=O)Cc1ccc(C(=O)NC2CCCC2)o1,-3.2,0.0,-5.7,-2.9,-0.9,-2.7,0.0,2.5,4.2,-0.2,-0.1
CCc1ccc(CN2CCCC(CCC(=O)N3CCN(c4ccccn4)CC3)C2)o1 (stereo not drawn),-1.4,-0.8,-17.2,-1.1,-1.3,0.1,0.9,-0.6,-7.8,-1.8,-0.6
CCN(CC)CCCNC(=S)Nc1ccc(Br)cc1,-0.9,0.9,-2.9,1.9,-1.4,-1.0,0.7,-0.6,-0.5,0.8,1.2
CC(C(O)c1cc(=O)c(OCc2ccccc2)co1)[N+](=O)[O-] (stereo not drawn),1.3,0.2,-10.3,4.5,-1.5,2.6,2.0,-0.3,-3.3,3.1,2.0
O=C1C(=O)N(CCCN2CCOCC2)C(c2ccc([N+](=O)[O-])cc2)/C1=C(/O)c1ccc2c(c1)OCO2 (stereo not drawn),1.1,0.1,-6.4,-1.2,-0.5,-1.7,1.1,-1.2,-8.7,0.6,1.6
